Sm TGR block: inhibitors of Schistosoma mansoni thioredoxin glutathione reductase; 360,000 tested, 3% active; Potency, µM (doses to about 114 µM), for the others: at the top dose activity change, negative = inhibition, actives largely listed as inhibitors; Q962Y6; purified TGR, DTNB reduction, TNB absorbance 405 nm; AID 485364; also: potency is read from the fitted curve at half-maximal effect; nearly all actives have a fitted effect of over 60% in size
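First, TGR (20 nM dispensed) and NADPH were mixed with compound. Second, a 15 min room-temperature incubation followed. Third, further NADPH and then DTNB were added to start the reaction. Finally, TNB absorbance was monitored kinetically.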
HCMV antiviral: human cytomegalovirus inhibition | HFF cells, HCMV-luciferase reporter, 72 h; stronger effect = lower value | activity change, negative = inhibition, % at 57.5 µM | 410,000 tested, 4.5% active | AID 1259415; in the data active = activity change below about -60%; inconclusive = no clear call, values can overlap the other calls; inactive = above about -39%
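HFF cells seeded 16 h at 37C, treated with compounds, infected with luciferase-reporter HCMV at MOI 1 PFU/cell; luciferase read at 72 h post infection, normalized to buffer-only and Salinomycin controls.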
AmpC no deterg: inhibitors of E. coli AmpC beta-lactamase without detergent. AmpC nitrocefin hydrolysis, absorbance 480 nm, 0.0001% Triton. 330,000 tested, 0.52% active. AID 485341. Potency, µM (series often up to 57.1 µM), for inactives: top-dose activity change, negative = inhibition, most hits filed as inhibitors;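 also: potency is read from the fitted curve at half-maximal effect; plate controls were no compound for no effect and no enzyme for full effect; nearly all actives have a fitted effect of over 20% in size; some results filed as inactive show a strong effect at the top dose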
Target sequence (P00811 whole entry, looked up): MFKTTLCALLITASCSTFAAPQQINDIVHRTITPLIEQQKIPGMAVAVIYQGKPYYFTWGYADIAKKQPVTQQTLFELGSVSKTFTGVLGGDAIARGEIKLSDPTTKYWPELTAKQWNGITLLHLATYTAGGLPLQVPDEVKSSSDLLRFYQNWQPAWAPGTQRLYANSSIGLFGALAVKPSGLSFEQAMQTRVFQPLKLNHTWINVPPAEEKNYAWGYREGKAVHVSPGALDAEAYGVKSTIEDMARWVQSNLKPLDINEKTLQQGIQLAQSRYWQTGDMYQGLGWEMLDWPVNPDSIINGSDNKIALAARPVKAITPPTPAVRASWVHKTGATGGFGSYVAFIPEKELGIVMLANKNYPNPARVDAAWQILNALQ
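AmpC (5.3 nM in the dispensed reagent) in 20 mM phosphate pH 7.0 with 0.01% (detergent screen) or 0.0001% Triton X-100 was preincubated with compounds for 15 min at room temperature. Nitrocefin was then added from an 800 uM solution, and hydrolysis was followed at 480 nm.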
AMA1 RON2 block: AMA1-RON2 (P. falciparum) interaction inhibition; 360,000 tested, 0.2% active; AID 720542; Potency, µM (series often up to 58.2 µM), without a hit: at the top dose activity change, negative = inhibition, actives largely listed as inhibitors; AlphaScreen AMA1-biotinylated RON2 peptide binding;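 also: potency is read from the fitted curve at half-maximal effect; 0% = vehicle wells and -100% = peptide control; nearly all actives have a fitted effect of over 45% in size; some results filed as inactive show a strong effect at the top dose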
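AMA1 (3D7) with his tag at 25 nM final met compounds first, then biotinylated RON2 peptide at 25 nM; detection used donor plus acceptor beads, 10 µg/mL apiece, read by AlphaScreen after 30 min at room temperature.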
AmpC inh detg: inhibitors of E. coli AmpC beta-lactamase with detergent; P00811; 370,000 tested, 0.041% active; Potency, µM (doses to about 114 µM), for inactives: top-dose activity change, negative = inhibition, actives largely listed as inhibitors; AmpC hydrolysis of nitrocefin, absorbance 480 nm, 0.01% Triton;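 also: potency is read from the fitted curve at half-maximal effect; 0% = no-compound wells and -100% = no-enzyme wells; nearly all actives have a fitted effect of over 25% in size; some results filed as inactive show a strong effect at the top dose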
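AmpC (5.3 nM in the dispensed reagent) in 20 mM phosphate pH 7.0 with 0.01% (detergent screen) or 0.0001% Triton X-100 was preincubated with compounds for 15 min at room temperature. Nitrocefin was then added from an 800 uM solution, and hydrolysis was followed at 480 nm.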
LmPK inh: LmPK (Leishmania mexicana) enzyme inhibition; Q27686; purified LmPK, Kinase-Glo ATP luminescence, 1 h; Potency, µM (highest dose often 57.5 µM), for the others: at the top dose activity change, negative = inhibition, actives largely listed as inhibitors; 290,000 tested, 0.37% active; AID 1721; also: potency is read from the fitted curve at half-maximal effect
Target sequence (Q27686 whole entry, looked up): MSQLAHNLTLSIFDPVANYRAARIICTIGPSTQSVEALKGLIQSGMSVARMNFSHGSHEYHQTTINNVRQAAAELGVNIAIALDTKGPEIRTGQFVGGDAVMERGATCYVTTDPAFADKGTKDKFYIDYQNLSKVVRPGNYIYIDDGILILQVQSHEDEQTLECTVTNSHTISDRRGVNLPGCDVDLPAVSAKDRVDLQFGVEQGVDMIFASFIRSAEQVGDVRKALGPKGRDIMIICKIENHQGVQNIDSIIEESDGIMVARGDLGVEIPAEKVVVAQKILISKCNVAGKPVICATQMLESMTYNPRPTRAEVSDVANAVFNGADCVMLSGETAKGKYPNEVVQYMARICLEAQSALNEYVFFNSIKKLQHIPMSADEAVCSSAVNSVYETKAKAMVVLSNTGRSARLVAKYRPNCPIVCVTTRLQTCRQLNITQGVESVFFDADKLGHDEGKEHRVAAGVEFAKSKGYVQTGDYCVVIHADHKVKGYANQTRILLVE
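0.1 nM LmPK, 0.5 mM PEP, 0.1 mM ADP; 50 mM imidazole pH 7.2, 7 mM MgCl2, 50 mM KCl; 1 h RT. Kinase-Glo luminescence readout, normalized to no-enzyme (full inhibition) and uninhibited wells.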
Tb PYK inh: inhibitors of Trypanosoma brucei pyruvate kinase | TbPYK enzyme, Kinase-Glo Plus ATP luminescence, 45 min | Q57TT1 | 410,000 tested, 0.12% active | Potency, µM (doses to about 76.8 µM), for the others: at the top dose activity, negative = inhibition, most hits filed as inhibitors | AID 624173; also: potency is read from the fitted curve at half-maximal effect; nearly all actives have a fitted effect of over 50% in size
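TbPYK + substrate in 50 mM TEA pH 7.2, 100 mM KCl, 10 mM MgCl2, 0.05% BSA, 0.01% Tween-20; cpd pinned; ADP 130 uM final; 45 min RT; Kinase-Glo Plus 10 min; luminescence endpoint.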
* hit, by the source's call; ? = inconclusive; · = not tested or not shown; & = joins results of further samples; [ ] = another dose, or the depositor's remark. Unless noted, calls follow the shape of the dose curve; as a rule, active = well fitted curve in the direction sought with a large enough effect; inconclusive = small, poorly fitted or top-dose-only effect, or another doubt; inactive = no such curve, though single readings can be large; an effect the other way counts as inactive or inconclusive. Unless noted, % is scaled to controls: 0 for no effect and ±100 for the full control effect.

SMILES | Sm TGR block | HCMV antiviral | AmpC no deterg | AMA1 RON2 block | AmpC inh detg | LmPK inh | Tb PYK inh
O=C(NCc1ccc2c(c1)OCO2)C1CC(c2ccccc2O)=NO1 (stereo not given) | -6% | 104 | -19% | 51%[activator] | -11% | 3% | 3%
COc1ccc(-c2ccc(-c3noc(-c4cccs4)n3)c(OC)n2)cc1 | 8% | 4 | -34% | 7% | -1% | 4% | 6%
O=C(N/N=C/c1ccc(Br)s1)c1c[nH]c2ccccc12 | -21% | -39 | 25µM* | -1% | -7% | -1% | -10%
O=C(CSc1nnc(Cc2ccccc2)o1)N1CCOCC1 | 0% | ? | -15% | -2% | ? | -2% | 0%
Cc1cc(Sc2ccc(Cl)cc2)nc2ccccc12 | -2% | -6 | · | · | 13% | · | -1%
CC1=C(C(=O)OC(C)C)C(c2cn(-c3ccccc3)nc2-c2cccs2)NC(=O)N1 (stereo not given) | -2% | -36 | -26% | 14% | -11% | 1% | -2%
CCCCOc1ccc(CN2C(=O)C(=O)c3cc(C)ccc32)cc1OC | -2% | -1 | · | · | 19% | · | 3%
OC(Cc1ccccc1)c1ncc(-c2ccc(Cl)cc2)[nH]1 (stereo not given) | · | 17 | · | -1% | · | · | 4%
COc1ccc(CC(=O)OCC(=O)c2c(N)n(C)c(=O)n(C)c2=O)cc1OC | -25% | 27 | 50% | 8% | 2% | · | -2%
O=c1c2ccccc2nc(-c2ccco2)n1-c1ccncc1 | ? | -24 | -14% | 0% | ? | 0% | -6%
COc1ccc(-c2oc(=O)c3cc(OC)c(OC)cc3c2/C=C/c2cccc([N+](=O)[O-])c2)cc1 | ? | -15 | -2% | -8% | 1% | · | 0%
CCN(CC)C(=O)C1=C(C)Nc2nc3ccccc3n2C1c1ccccc1F (stereo not given) | 1% | 20 | · | · | 22% | · | 6%
C=CCN(c1ccccc1C(=O)O)S(=O)(=O)c1ccc(NC(=O)OC)cc1 | 0% | 17 | -13% | -3% | 3% | 6% | -5%
CCN1CCN(C(=O)c2ccc3c(c2)N(Cc2ccc(Cl)cc2)C(=O)c2ccccc2S3=O)CC1 (stereo not given) | -5% | -21 | · | · | -12% | · | 2%
CCOc1ccc(/C(O)=C2/C(=O)C(=O)N(CCOCCO)C2c2ccccn2)cc1 (stereo not given) | 0% | 2 | -6% | 0% | -9% | -4% | 5%
CCCOCn1cc(F)c(=O)[nH]c1=O | -3% | -2 | -11% | 1% | 2% | 0% | -1%
CC1CCCCC1NC(=O)CSc1nnnn1-c1ccccc1 (stereo not given) | 1% | -19 | -15% | 11% | 1% | -5% | -5%
Cc1nc2ccn(Cc3cccs3)c(=O)c2cc1C(=O)NCc1ccc(Br)cc1 | 0% | -63* | · | · | -4% | · | -7%
COc1cc(Cl)ccc1OC1(C)CCN(Cc2c(F)cccc2F)C1 (stereo not given) | · | 14 | · | -26% | · | · | 1%
CCOC(=O)C1CCN(Cc2ccc(Cl)c(Cl)c2)CC1 | 2% | -12 | 18% | -3% | -6% | -5% | 10%
CC(C)n1c(C(O)c2ccccc2)nc2ccccc21 (stereo not given) | 0% | -17 | -15% | -4% | ? | -2% | 2%
CC(=O)NS(=O)(=O)c1ccc(NC(=O)/C=C/c2cn(-c3ccccc3)nc2-c2ccccc2)cc1 | -10% | ? | -54% | -6% | -9% | 3% | -2%
O=C(Cn1c(=O)[nH]c2ccsc2c1=O)NC1CCCCCC1 | 4% | -29 | -18% | 0% | ? | -4% | -14%
CC(C)NC(=O)N(C)C[C@H]1Oc2ccc(NS(=O)(=O)c3ccc(Cl)cc3)cc2CC(=O)N([C@@H](C)CO)C[C@@H]1C | · | 6 | 32% | -2% | · | · | 1%
CCNC(=S)NNC(=O)c1ccccn1 | -12% | 51 | -16% | -39% | ? | -4% | 0%
CCOC(=O)c1c(C)[nH]c(C)c1C(=O)COC(=O)/C=C/c1ccco1 | 32µM* | 70 | -12% | 15%[11.6 µM] | -1% | · | -4%
COc1ccc(C(CC(=O)N2CCCCC2)c2c(O)cc(OC)cc2OC)cc1 (stereo not given) | 5% | 22 | 6% | -5% | -10% | 6% | 1%
c1ccc2c(c1)CSc1ccccc1N2 | · | 31 | · | -11% | · | · | -4%
CC(c1ccccn1)N(C)C(=O)c1ccc2nc(Cc3cccc(Cl)c3)oc2c1 (stereo not given) | 0% | 71 | -5% | -8% | 0% | -3% | 2%
COc1cc(C2CC(=O)N3CN(Cc4ccco4)CSC3=C2C#N)ccc1OCc1ccccc1 (stereo not given) | 0% | 112 | -5% | 15% | ? | -7% | ?
Cc1ccc(CSCc2ccc(C(=O)NCCCN3CCOCC3)o2)cc1 | -1% | 0 | -22% | -9% | 2% | -2% | 1%
CS(=O)(=O)N(CC(=O)N1CCCC1)c1ccc(Cl)cc1Cl | -8% | -28 | -2% | -2% | -1% | 1% | 4%
COc1ccc(CCC(=O)NCC(=O)OCc2ccccc2)cc1 | 10% | 39 | -12% | -2% | -4% | -1% | -3%
COC(=O)c1ccc(COc2ccccc2/C=C/C(=O)c2ccc(OCC(=O)O)cc2)cc1 | -16% | -38 | 52% | -6% | -1% | -2% | 5%
CC1CCCCC12NC(=O)N(CC(=O)OCc1cccc(F)c1)C2=O (stereo not given) | -15% | 0 | -20% | -2% | 1% | · | 2%
Cn1cc(S(=O)(=O)N2CCCC2)cc1C(=O)NCc1ccc(Cl)cc1 | -22% | -2 | -10% | 6% | -13% | 2% | 0%
CC(Oc1cccc(Cl)c1)C(=O)NC1CC(C)(C)NC(C)(C)C1 (stereo not given) | 6% | 23 | 6% | 3% | -3% | -9% | 2%
CCCc1nc2ccc(NC(=O)NCCC(=O)OCC)cc2c(=O)n1Cc1ccc(Cl)cc1 | -16% | -22 | -18% | -10% | 3% | 3% | 5%
S=C(Nc1ccc(Cl)cc1)N1CCOCC1 | · | -21 | · | 4% | · | · | -7%
CSc1ccc(/C=N/N2CCN(Cc3ccc(Cl)cc3)CC2)cc1 | -5% | -24 | -35% | 0% | 1% | 0% | -10%
CCOC(=O)C1CCN(c2nc3ccccc3nc2C(C#N)C(=O)OCCOC)CC1 (stereo not given) | -22% | -4 | -5% | 21% | ? | 1% | -2%
Cc1ccc(N2C(=O)c3cccc4c([N+](=O)[O-])ccc(c34)C2=O)c2cccnc12 | -2% | ? | -15% | -2% | 4% | 4% | 1%
CC(=O)c1cccc(NC(=O)C2=CC(c3ccc4c(c3)OCO4)=NS(=O)(=O)N2C)c1 | 1%&2% | -8&-20 | 10µM* | -10% | -5%&6% | 0% | -1%&-19%
Cc1c(C)c([N+](=O)[O-])c(C)c(C)c1N | · | 11 | · | 1% | · | · | 8%
O=C(N/N=C/c1ccccn1)c1sc2ccccc2c1Cl | 4% | -5 | -11% | 56%[activator] | 3% | 4% | -2%
COc1cccc(CNS(=O)(=O)/C=C/c2ccc(OC)c(OC)c2)c1 | -2% | ? | -14% | -10% | -1% | -1% | -19%
COc1ccc(NC(=O)Cn2nnc(C(=O)NCc3ccco3)c2N)c(OC)c1 | -2%&1% | 4&-27 | -20% | -5% | -6%&1% | -21% | -12%&3%
Nc1c(S(=O)(=O)c2ccccc2)csc1C(=O)O | 1% | -35 | -16% | -8% | -8% | 1% | -3%
COc1ccc(CCN2C(=O)CSC2c2cccc([N+](=O)[O-])c2)cc1OC (stereo not given) | -1% | 47 | 19% | -1% | -11% | 1% | 1%
CN1CCN(c2sc(S(C)(=O)=O)nc2S(=O)(=O)c2ccc(Cl)cc2)CC1 | -2% | -80* | 18% | -10% | 0% | -2% | 2%
CC(C)(C)c1ncc(S(=O)(=O)c2ccc(C(F)(F)F)cn2)c(N)n1 | 0% | 14 | -27% | 2% | 4% | -4% | 5%
COc1ccc(-c2cc(C(F)(F)F)nc(SCC(=O)N3CCCCC3C)n2)cc1OC (stereo not given) | 4% | -4 | · | · | 21% | · | -6%
CCN(c1ccc(NC(=O)CN2C(=O)NC3(CCOc4ccccc43)C2=O)cc1)C(C)C (stereo not given) | -10% | 1 | 12% | -29% | 0% | 1% | -14%
Cn1cccc1Cc1nnc(SCC(=O)NCc2ccc3c(c2)OCO3)n1CCc1ccccc1 | -32% | -7 | 66%[activator] | 22% | 0% | 1% | -11%
CC(C)(C)n1cnc2cc(NC(=O)c3ccco3)ccc21 | -12% | 90 | -20% | 6% | -7% | 1% | -14%
CC1(C(=O)Nc2ccccc2)Cc2ccccc2C(=O)O1 (stereo not given) | · | -18 | -10% | 34% | 1% | -2% | -7%
N#Cc1ccc(-c2cccnc2)nc1SCc1ccc(Cl)cc1Cl | 11% | -21 | -20% | 6% | -1% | 2% | 0%
CCOc1cc(C)nc(N2CCCC(C(=O)NCc3ccccc3F)C2)n1 (stereo not given) | -2% | 111 | 48% | -11% | -12% | 6% | 2%
COc1ccc(-n2nc3c(c2NC(=O)C(=O)N2CCN(C)CC2)CSC3)cc1 | 3% | -5 | · | · | 2% | · | 1%
CCOCCCn1cc(C(=O)c2cc(Br)ccc2O)cc(C#N)c1=O | -34% | 12 | -37% | -16% | 4% | 1% | 2%
Clc1ccc(SCCOCCN2CCc3ccccc3C2)cc1 | · | 2 | 56% | ? | 4% | 7% | 4%
CCOC(=O)CCCCNCc1ccccc1 | -2% | 3 | -6% | 0% | -5% | -6% | 1%
COc1cccc(-c2oc3c(c2-c2ccc(OC)nc2)C(O)CCC3)c1 (stereo not given) | · | 6 | · | -1% | · | · | -1%

Molecules listed so far containing a COOH group (3):
SMILES | Sm TGR block | HCMV antiviral | AmpC no deterg | AMA1 RON2 block | AmpC inh detg | LmPK inh | Tb PYK inh
C=CCN(c1ccccc1C(=O)O)S(=O)(=O)c1ccc(NC(=O)OC)cc1 | 0% | 17 | -13% | -3% | 3% | 6% | -5%
COC(=O)c1ccc(COc2ccccc2/C=C/C(=O)c2ccc(OCC(=O)O)cc2)cc1 | -16% | -38 | 52% | -6% | -1% | -2% | 5%
Nc1c(S(=O)(=O)c2ccccc2)csc1C(=O)O | 1% | -35 | -16% | -8% | -8% | 1% | -3%

Compound activity (PubChem BioAssay)
